# Screening data: PubChem, several laboratories
# Granule exo inh = LAMP-1 surface exposure blockers, TALL-104 cells – cell-based, flow cytometry, MLPCN library, primary screen; TALL-104 LAMP-1 surface exposure; cells stimulated with thapsigargin and PMA; 0.66% of 360,000 active; inhibition, % at 10 µM;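 active = inhibition above about 55%, limit read from the data; inconclusive = no clear call, values can overlap the other calls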
# Vif inh = HIV Vif self-association inhibitors, primary screen, imaging, HEK293T, single point; HEK293T cells, Vif self-association by quenched fluorescence, 24 h; inhibition, % at 7.49 µM; 0.35% of 340,000 active; AID 602346, 2012; in the data active = inhibition above about 50%, passing the limit was not always enough; inconclusive = no clear call, values can overlap the other calls; inactive = below about 31%; also: some results filed as inactive read as strong as hits
# PDI turbidity = inhibitors of human PDI, primary screen, biochemical, turbidity, single point, plate reader; PDI insulin aggregation turbidity, A650, 90 min; inhibition, % at 10 µM; 0.052% of 350,000 active;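 active = mean inhibition across replicates of 30% or more, whatever share of single replicates reach that level; inconclusive = mean inhibition below 30% while every single replicate reaches 30%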;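 also: absorbance from insulin aggregation driven by PDI reduction with DTT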
# Target sequence (P07237 whole entry, looked up): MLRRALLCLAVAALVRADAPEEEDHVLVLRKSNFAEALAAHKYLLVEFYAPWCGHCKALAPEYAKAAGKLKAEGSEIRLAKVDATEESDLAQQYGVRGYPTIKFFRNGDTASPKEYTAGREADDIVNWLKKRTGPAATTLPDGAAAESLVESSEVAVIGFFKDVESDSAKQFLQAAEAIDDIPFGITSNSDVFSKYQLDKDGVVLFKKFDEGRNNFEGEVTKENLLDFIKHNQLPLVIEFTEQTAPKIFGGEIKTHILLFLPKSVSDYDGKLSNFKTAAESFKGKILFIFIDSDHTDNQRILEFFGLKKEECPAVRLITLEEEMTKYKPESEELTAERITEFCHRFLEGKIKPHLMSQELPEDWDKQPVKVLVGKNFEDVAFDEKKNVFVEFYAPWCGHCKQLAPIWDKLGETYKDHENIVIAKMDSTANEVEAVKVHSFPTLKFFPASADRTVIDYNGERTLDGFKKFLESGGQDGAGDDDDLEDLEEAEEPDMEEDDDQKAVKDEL
# NR2E3 ag-1 = NR2E3 agonists in two-hybrid cells, primary screen, cell-based, luminescence, CHO-S, Gal4-NCOR/VP16-NR2E3 | 0.35% of 360,000 active | inhibition of corepressor binding, % at 3.98 µM | Photoreceptor-specific nuclear receptor (Homo sapiens), Q9Y5X4 | luciferase | AID 602229, 2012;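 active = inhibition above the mean of all tested compounds plus 3 SD, cut at about 70% in these data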;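 also: 0% = DMSO with NR2E3 transfected cells and 100% = cells lacking NR2E3 construct; higher means lower luciferase signal from less NR2E3 corepressor binding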
# Target sequence (Q9Y5X4 whole entry, looked up, the tested form may be a part): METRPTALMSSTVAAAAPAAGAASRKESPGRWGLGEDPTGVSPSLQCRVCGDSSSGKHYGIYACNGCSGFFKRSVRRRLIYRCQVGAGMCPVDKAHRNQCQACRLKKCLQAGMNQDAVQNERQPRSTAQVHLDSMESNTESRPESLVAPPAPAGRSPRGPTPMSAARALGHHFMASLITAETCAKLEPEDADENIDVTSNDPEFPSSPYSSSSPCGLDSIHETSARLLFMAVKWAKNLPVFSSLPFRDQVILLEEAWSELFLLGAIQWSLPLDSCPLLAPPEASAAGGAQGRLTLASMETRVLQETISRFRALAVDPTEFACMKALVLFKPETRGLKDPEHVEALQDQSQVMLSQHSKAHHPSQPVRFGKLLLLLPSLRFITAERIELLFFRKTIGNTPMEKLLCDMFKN
# HIF-2a inh = HIF-2a reporter inhibitors, primary screen, luminescence, 786-0 RCC cells | 786-0 RCC cells HIF-2a reporter, luciferase luminescence, overnight | inhibition, % at 18.8 µM | 0.72% of 360,000 active;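 active = inhibition of the luminescence signal of 40% or more relative to plate controls, in a single-dose primary screen at 18.75 µM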
# hiPSC survival = enhancers of single-cell hiPSC survival, primary screen, ATPlite luminescence; survival enhancement, % at 20 µM; 100% = ROCK inhibitor wells, 0% = DMSO; 0.044% of 360,000 active; in the data active = survival enhancement above about 18%;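 also: cells exposed to compounds for 16 hours before the ATP read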
# aDG glyco up = activators of alpha-DG glycosylation, primary screen, uHTS, Pro5-aDG cells, AlphaScreen | alpha-DG glycosylation AlphaScreen (IIH6); 0% Pro5, 100% B10-LARGE cell signal | activation, % at 10 µM | 0.22% of 360,000 active;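 active = activation of at least 8% versus controls, or a plate z-score of at least 8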;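 also: Pro5 are CHO cells carrying HIG-tagged alpha-DG that lacks glycosylation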
# Peg3 promoter = Peg3 promoter-driven luciferase inhibitors, primary screen, cell-based, HeLa, luciferase luminescence; HeLa PEG-Prom luciferase reporter, overnight; inhibition, % at 20 µM; AID 588405, 2011; 1.7% of 360,000 active;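 active = inhibition of at least 50% at 20 µM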
# NR2E3 ag-2 = inhibitors of NR2E3-RetCOR corepressor binding, primary screen, NR2E3 agonist project, biochemical, TR-FRET, GST-NR2E3, biotin-RetCOR; 1536-well; inhibition of corepressor binding, % at 4.78 µM; 0.12% of 320,000 active; AID 2300, 2010;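 active = percent inhibition above the cutoff of mean plus 3 SD of all tested compounds, set per screening campaign, cut at about 20% in these data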;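 also: 0% = DMSO wells and 100% = biotin wells as full block of FRET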
#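 Assay system: NR2E3–RetCOR corepressor complex. Quantity: 1.35 nM GST-NR2E3. Buffer or medium: pH 7.5 Tris-based buffer. Reagent: biotinylated RetCOR corepressor at 7 nM final. Schedule: 5 h at 4 °C. Detection: TR-FRET, emission read at 617 and 671 nm. Replicates: one well per compound, singlicate testing.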
# MITF TRPM1 inh = inhibitors of MITF-dependent TRPM1 promoter reporter, primary screen, cell-based, SK-MEL-5, single point, luciferase. AID 488899, 2010. SK-MEL-5 TRPM1 promoter luciferase, 24 h. inhibition, % at 12.5 µM. 0.83% of 330,000 active;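 active = mean inhibition across replicates of 60% or more, whatever share of single replicates reaches that level; inconclusive = some that reach 60%, reason not given; inactive = mean inhibition across replicates below 60%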; also: values of inactives mirror those of a sister screen read the other way
# CaV13 FRET inh = Primary screen for inhibitors of IQ motif and Ca2+-dependent inactivation inhibitor domain binding in CACNA1D, Förster resonance energy transfer in living cells, … | HEK cells, CFP/YFP FRET ICDI-IQ, plate reader, 10 min; percent FRET-ratio fall versus neutral wells | 0.098% of 340,000 active | inhibition, % at 12.3 µM;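 active = mean replicate inhibition of at least 30% and at least 1% of replicates passing that level; inconclusive = only one of the two criteria is met; inactive = neither criterion is met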;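 also: 0% = median of the neutral control wells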
# An asterisk follows results filed as active; ? = inconclusive; / = no result given. Not a hit list. Share with any hit: about 3.5%.
# The opening 4 entries, ahead of the listing:
SMILES,Granule exo inh,Vif inh,PDI turbidity,NR2E3 ag-1,HIF-2a inh,hiPSC survival,aDG glyco up,Peg3 promoter,NR2E3 ag-2,MITF TRPM1 inh,CaV13 FRET inh
COc1ccc(NC(=O)CCC(=O)NCc2ccco2)c([N+](=O)[O-])c1,3,-3,-2,-11,17,-0.7,0.0,-8,/,14,-3
CCn1c(=O)cc(O)c2c(=O)n(C)c(=O)n(C)c21,0,14,9,0,14,1.8,0.4,10,1,8,/
CN(C)S(=O)(=O)c1cccc(C(=O)Nc2cc(Cl)ccc2O)c1,0,-7,-6,-49,-195,-2.4,-0.4,-151,0,-25,-7
Cc1ccc(NC(=O)c2cc(-n3cnnc3)ccc2Cl)c(C)c1,0,6,-1,-14,14,-1.4,-0.1,21,-3,7,-4

# All compounds of this part, previewed entries included:
SMILES,Granule exo inh,Vif inh,PDI turbidity,NR2E3 ag-1,HIF-2a inh,hiPSC survival,aDG glyco up,Peg3 promoter,NR2E3 ag-2,MITF TRPM1 inh,CaV13 FRET inh
COc1ccc(NC(=O)CCC(=O)NCc2ccco2)c([N+](=O)[O-])c1,3,-3,-2,-11,17,-0.7,0.0,-8,/,14,-3
CCn1c(=O)cc(O)c2c(=O)n(C)c(=O)n(C)c21,0,14,9,0,14,1.8,0.4,10,1,8,/
CN(C)S(=O)(=O)c1cccc(C(=O)Nc2cc(Cl)ccc2O)c1,0,-7,-6,-49,-195,-2.4,-0.4,-151,0,-25,-7
Cc1ccc(NC(=O)c2cc(-n3cnnc3)ccc2Cl)c(C)c1,0,6,-1,-14,14,-1.4,-0.1,21,-3,7,-4
CN(Cc1ccccc1)C(=O)COC(=O)c1cc(S(=O)(=O)N(C)C)ccc1N1CCCC1,10,1,-6,1,-19,0.1,-0.4,6,2,5,-6
O=c1cc(-c2ccccc2)[nH]c2nc3ccccc3n12,-3,-5,-1,-142,-209,-4.2,0.2,-137,5,-46,-4
O=C1CCC[C@@H]2CC(Nc3ccc(F)cc3F)C[C@@H]3CCN1[C@H]23 (stereo not given in full),-2,-5,13,5,4,-1.0,-0.1,12,/,0,-6
NC(=O)CCCc1nc(-c2ccccc2Cl)no1,0,2,12,-38,12,5.7,-0.1,-10,2,-12,-7
CCc1ccccc1NC(=O)C1CCCC1,-18,11,3,4,24,-0.2,-0.2,18,5,/,-4
O=[N+]([O-])c1ccc(Nc2ccccc2F)nc1,7,-5,-5,-9,-40,-0.7,0.3,-23,2,-27,10
O=Cc1ccc(OC(=O)C2CC(=O)N(c3ccc(F)cc3)C2)cc1 (stereo not given),0,-3,-2,3,13,3.0,-0.2,-12,1,5,-5
O=C1c2ccccc2C(=O)N1CC(O)COc1ccccc1Cl (stereo not given),1,8,9,-20,-29,0.1,-0.1,-11,2,-63,-4
CCN1CCCc2cc(CN(CCN3CCOCC3)C(=S)Nc3ccc(OC)cc3)ccc21,0,0,15,-31,5,-0.4,0.1,4,-1,-6,-17
CC(=O)c1ccc(NC(=S)NCc2ccco2)cc1,-2,3,8,-34,-27,0.7,-0.5,-36,-1,-21,-5
CC(=O)Nc1ccc(S(=O)(=O)N[C@@H](C)C(=O)OCC(=O)c2ccc(C)cc2)cc1,6,0,5,-5,-2,-0.6,0.1,-4,/,14,-6
CN(C)CCN(C(=O)c1ccc(Br)s1)c1nc2cc3c(cc2s1)OCCO3,3,0,-2,-22,-138,-0.6,0.0,-131,1,-32,3
C/C(=C/c1ccccc1)C(=O)N1CCN(c2ccc(F)cc2)CC1,-2,-2,6,-18,4,0.0,0.1,8,1,-3,-3
CC(C)(C)n1ncc2c(=O)n(Cc3cccc(Cl)c3)cnc21,0,-13,-7,-24,-73,3.7,0.5,-35,3,-4,-4
COc1cccc(NC(=O)N(C)C[C@H]2Oc3ncc(Br)cc3C(=O)N([C@H](C)CO)C[C@H]2C)c1,-2,-2,1,16,-7,2.4,0.0,-14,/,/,-5
Cc1ccccc1-c1nnc(-c2cccs2)o1,0,10,-3,-121,-284,-0.1,0.1,-275,-2,-55,-1
Clc1cccc(Cl)c1COn1nnc2ccccc21,0,2,3,-50,-247,4.6,0.5,-102,4,-3,-9
O=S1(=O)C=C(Sc2nnc(-c3ccccc3)o2)c2ccccc21,43,0,-6,7,95*,-3.0,-0.5,110*,11,96*,/
CCOC(=O)c1cnc2nc(Cc3ccccc3)[nH]n2c1=O,1,/,-6,-15,2,1.2,-0.1,7,1,1,-1
COc1ccc(NC2SC(=O)N(CC(=O)O)C2=O)cc1 (stereo not given),-1,7,-5,21,1,-2.0,0.0,3,-1,-2,-5
N#C[C@@H]1N(Cc2ccccc2)C(=O)[C@H]2CC3C=CC21O3 (stereo not given in full),-2,6,5,1,8,-1.5,0.0,-7,1,-11,-11
Cc1cc(NCCO)nc(-n2nc(C)cc2C)n1,-2,1,-2,-28,11,-3.9,-0.1,-11,-3,-8,-3
CC(NC(=O)c1cc(S(=O)(=O)N2CCOCC2)cn1C)c1ccccc1 (stereo not given),0,6,/,16,2,-0.6,-0.2,9,2,/,-10
Cc1cc(C)n(S(=O)(=O)c2ccc3ccccc3c2)n1,4,0,0,-40,-9,-1.8,-0.2,4,2,-14,-6
Cc1[nH][nH]c(=O)c1C(c1ccc(-c2cccc(C(=O)O)c2)o1)c1c(C)[nH][nH]c1=O,0,1,-2,-64,-7,-2.1,-0.3,-68,6,-12,-6
CC(C)Cc1nc(C#N)c(N2CCC(C(N)=O)CC2)o1,-6,-1,0,-5,27,-0.6,0.3,-13,-1,9,-4
CC1CC1C(=O)OCC(=O)Nc1ncc(Cl)cc1Cl (stereo not given),-1,-5,3,-15,-46,-0.3,0.2,-85,-4,-12,-5
O=C(COC(=O)c1cccc(S(=O)(=O)N2CCOCC2)c1)Nc1ncc(Cl)cc1Cl,6,-1,-10,-10,-11,-0.4,-0.1,1,1,2,-2
[O-]c1n[n+](-c2ccc(Cl)cc2)cc2ccccc12,-2,-2,-9,-21,-4,-0.9,0.1,-4,3,22,-10
CCOc1ccc(N(CC(=O)Nc2cccc(C)c2)S(C)(=O)=O)cc1,-2,-1,-3,-22,-150,-0.2,0.0,-103,1,-24,-5
O=C(Cc1nc2ccccc2[nH]1)c1ccc([N+](=O)[O-])cc1,1,-1,-1,-68,-310,-0.4,-0.4,-363,2,-61,-16
O=C(C[n+]1cccc(CNC(=O)c2ccc(OC(F)F)cc2)c1)c1ccccc1,3,-8,-76,6,16,-2.3,-0.5,16,3,-4,-6
O=C(O)c1cccc(C(=O)O)c1Br,-1,-5,1,4,13,0.2,-0.1,11,1,6,4
Cc1ccc(OCC(=O)Oc2ccccc2[N+](=O)[O-])cc1,2,-31,8,34,10,-0.6,0.0,6,-1,-10,-19
COc1ccc(C(=O)NNC(=O)C(=O)Nc2ccc(C)c(Cl)c2)cc1,-4,5,3,-22,-5,-0.4,0.4,0,-2,-8,0
CCOc1ccc(NC(=O)COc2coc(CN3CCc4ccccc4C3)cc2=O)cc1,-5,-3,-4,17,-4,-0.1,0.6,10,7,2,-1
CC1(C)OC(=O)C2=C(C[C@@H](C3CCCCC3)O[C@H]2c2ccc(F)cc2)O1,-2,/,/,-15,6,0.0,1.3,16,/,/,-5
CC(C)C(=O)Nc1ccc2c(c1)nc(CCN1CCN(C)CC1)n2C,-2,10,1,-11,21,0.0,-0.1,-150,4,4,-7
CC(C)NS(=O)(=O)c1ccc(NC(=O)c2cccnc2)cc1,-6,/,-18,9,21,1.7,-0.1,10,-1,/,-6
O=C1NC2(O)C(=O)c3ccccc3C2(O)N1 (stereo not given),2,2,7,-16,8,-0.3,-0.3,6,4,4,-4
NC(=O)C1(N2CCCCC2)CCN(C2CC(=O)N(CCc3ccccc3)C2=O)CC1 (stereo not given),0,0,15,6,16,3.4,-0.2,4,-1,-1,-3
CN1CCN(c2oc(-c3ccc([N+](=O)[O-])cc3)nc2C#N)CC1,24,-4,-3,20,-3,1.1,-0.2,-5,0,5,-16
CCN(CC)C(=O)c1[nH]cnc1C(=O)N[C@H](C)c1ccccc1,0,-1,-3,-14,3,2.2,0.1,-3,4,-3,-4
CCOC(=O)CCC(NC(=O)c1cncc(O)c1)C(=O)OCC (stereo not given),-3,0,1,-1,8,1.8,-0.1,13,2,5,-5
COc1cc2[nH]c(=O)n(CCC(=O)N3CCC(N4CCCCC4)CC3)c(=O)c2cc1OC,-5,7,4,-45,10,-2.1,0.1,15,0,-13,-5
Cc1noc(C)c1C(=O)Nc1cc(Cl)ccc1N1CCOCC1,0,0,-7,14,11,-0.3,-0.1,12,2,-2,-4
# Next section
SMILES,Granule exo inh,Vif inh,PDI turbidity,NR2E3 ag-1,HIF-2a inh,hiPSC survival,aDG glyco up,Peg3 promoter,NR2E3 ag-2,MITF TRPM1 inh,CaV13 FRET inh
S=C(Cc1ccccc1)NCCc1ccccc1,8,-2,-8,-6,-26,3.9,-0.3,-23,2,-3,-4
CC(=O)C12CC(C)=C(C)CC1CC1C3CCC4=CC(=O)CCC4(C)C3CCC12C (stereo not given),-2,-4,10,7,21,1.7,0.1,14,-1,/,-4
CCCNC(=O)C1(CC2CC(c3ccccc3)=NO2)CCN(C(=O)C2(C)CC2)CC1 (stereo not given),10,-3,-5,2,0,-2.0,0.1,-1,2,-9,-11
Cc1cccc(N2CCN(C(=O)c3ccc(CS(=O)Cc4ccc(Cl)cc4)o3)CC2)c1C (stereo not given),3,-5,-2,25,18,0.7,0.2,22,0,4,-8
COc1ccc(C(=O)OCC(=O)c2ccc(C)c(S(=O)(=O)N3CCOCC3)c2)cc1OC,0,-4,-9,35,9,-0.1,0.2,5,4,12,-4
CC1=C(C(=O)Nc2ccccc2C)C(c2ccc(C)o2)C2=C(CCCC2=O)N1 (stereo not given),-1,2,6,-22,-32,0.4,0.1,15,0,-2,-9
CC(C(=O)NCC1CCCCC1)N(C)CC(=O)Nc1ccc(N2CCOCC2)cc1 (stereo not given),-4,-3,-9,7,9,0.1,0.0,16,3,-1,3
C[C@H](CO)N1C[C@H](C)[C@@H](CN(C)C(=O)Nc2ccc3c(c2)OCO3)Oc2c(cccc2N(C)C)C1=O,4,?,4,-43,5,-1.4,0.2,-2,/,3,-6
Cn1c(=O)c2c(nc(SCc3ccc(F)cc3)n2C)n(C)c1=O,14,-7,1,15,16,0.7,0.0,19,0,-3,-19
